Screening data from PubChem BioAssay.
Glyco luc inh – blocks N-linked glycosylation in D54 reporter cells; D54 ERlucT glycosylation luciferase reporter, 24 h; percent of 100 nM tunicamycin response; reporter increase, % at 12.5 µM; hit rate 0.23% among 360,000;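 active = mean luciferase reporter signal, scaled so untreated is 0 and the glycosylation-blocking control 100, at or above a set limit in every replicate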;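 also: luciferase carries N-glycosylation sites so blocking glycosylation raises the light; 0% = median of neutral control wells and 100% = median of 100 nM tunicamycin wells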
TLR9-MyD88 block – blocks human TLR9 binding to MyD88; CHO BLA complementation TLR9-MyD88, CCF4 FRET ratio; Q9NR96+Q99836; hit rate 0.21% among 340,000; inhibition, % at 4.98 µM;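 active = inhibition above the mean over all tested compounds plus 3 SD, cut at about 21% in these data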;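 also: 0% = DMSO only wells and 100% = clavulanate BLA inhibitor control wells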
NOD2 RIPK2 PPI – blocks binding of human NOD2 to RIPK2; hit rate 0.38% among 360,000; CHO BLA complementation NOD2-RIPK2, CCF4 ratio; O43353; inhibition, % at 4.98 µM; in the data active = inhibition above about 21%;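 also: 0% = vehicle only and 100% = reference blocker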
Target sequence (O43353 whole entry, looked up): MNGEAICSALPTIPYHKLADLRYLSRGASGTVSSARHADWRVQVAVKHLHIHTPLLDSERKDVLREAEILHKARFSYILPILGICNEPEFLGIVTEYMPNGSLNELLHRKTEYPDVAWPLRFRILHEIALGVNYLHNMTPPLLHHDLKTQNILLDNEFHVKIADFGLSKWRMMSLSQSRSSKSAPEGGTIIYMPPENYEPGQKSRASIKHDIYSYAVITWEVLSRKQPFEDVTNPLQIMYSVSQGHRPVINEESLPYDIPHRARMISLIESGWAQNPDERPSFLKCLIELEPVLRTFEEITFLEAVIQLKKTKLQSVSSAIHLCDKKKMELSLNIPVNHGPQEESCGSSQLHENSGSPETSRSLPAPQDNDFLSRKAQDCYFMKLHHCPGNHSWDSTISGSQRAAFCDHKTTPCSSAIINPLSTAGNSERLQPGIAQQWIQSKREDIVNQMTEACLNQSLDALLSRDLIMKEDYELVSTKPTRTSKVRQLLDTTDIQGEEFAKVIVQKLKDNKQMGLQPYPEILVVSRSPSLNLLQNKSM
MC4R antagonist – human MC4R antagonism in cAMP assay | MC4R-expressing cells, MTII-stimulated cAMP, LANCE TR-FRET | inhibition, % at 6.5 µM | hit rate 0.48% among 360,000;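 active = inhibition above its plate's cutoff, the mean of tested wells on that plate plus 3 SD, cut at about 29% in these data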;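 also: 0% = Melanotan II alone and 100% = Melanotan II plus saturating MCL0020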
Target sequence (P32245 whole entry, looked up): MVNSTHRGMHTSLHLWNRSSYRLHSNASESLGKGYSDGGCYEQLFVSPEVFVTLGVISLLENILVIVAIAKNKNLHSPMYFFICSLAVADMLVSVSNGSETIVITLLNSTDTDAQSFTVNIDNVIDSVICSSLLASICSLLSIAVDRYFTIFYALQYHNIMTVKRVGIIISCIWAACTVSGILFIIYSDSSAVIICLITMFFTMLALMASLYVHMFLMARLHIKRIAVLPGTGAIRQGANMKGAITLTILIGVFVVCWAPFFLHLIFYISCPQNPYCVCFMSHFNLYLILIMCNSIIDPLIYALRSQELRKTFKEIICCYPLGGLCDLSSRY
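material = U2OS cells stably expressing human melanocortin 4 receptor (MC4R) | also added = Melanotan II challenge | dosing = single nominal compound dose of 6.5 µM | detection = TR-FRET with Eu-cAMP and labeled anti-cAMP, 671 nm | replication = singlicate | timing = compound 30 min, challenge 1 h, detection 1 h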
ABCB6 inh MLPCN – inhibitors of human ABC transporter ABCB6; Q9NP58; K562-ABCB6 porphyrin accumulation, flow cytometry, 1 h; active compounds read low; fluorescence ratio to DMSO, % at 10 µM; hit rate 0.19% among 360,000;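 active = fluorescence ratio to DMSO below 75%, the collection mean minus 3 SD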;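 also: signal is porphyrin accumulated inside mitochondria; 100% equals median channel fluorescence of DMSO control wells; lower ratio means ABCB6 inhibition with less porphyrin fluorescence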
Granule exo inh – lytic granule exocytosis inhibition. TALL-104 LAMP-1 surface exposure, flow cytometry; cells stimulated with thapsigargin and PMA. inhibition, % at 10 µM. hit rate 0.66% among 360,000;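 active = inhibition above about 55%, limit read from the data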
Vif inh – blocks HIV Vif function | HEK293T cells, Vif self-association by quenched fluorescence, imaging, 24 h | inhibition, % at 7.49 µM | hit rate 0.35% among 340,000 | AID 602346; in the data active = inhibition above about 50%, passing the limit was not always enough; also: some results filed as inactive read as strong as hits
ABHD5 PLIN5 PPI – inhibitors of human ABHD5-perilipin-5 interaction; Split G. princeps luciferase complementation, luminescence, 4 h; inhibition, % at 4 µM; hit rate 0.78% among 360,000;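 active = inhibition above the mean inhibition across every tested compound plus 3 SD, cut at about 22% in these data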;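 also: 0% = DMSO only wells and the 100% control is not disclosed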
MC4R barr agon – human MC4R agonism via beta-arrestin; P32245; U2OS MC4R beta-arrestin complementation, luminescence; percent of melanotan II response, DMSO zero; activation, % at 8.9 µM; hit rate 0.98% among 360,000;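 active = activation above a per-plate cutoff, the mean activation of sample wells on that plate plus 3 SD, cut at about 8% in these data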
aDG glyco act – alpha-DG glycosylation activation; Pro5-aDG cells, alpha-DG glycosylation AlphaScreen (IIH6); 0% Pro5, 100% B10-LARGE cell signal; hit rate 0.22% among 360,000; activation, % at 10 µM; AID 624168;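 active = activation of at least 8% versus controls, or a plate z-score of at least 8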;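 also: Pro5 are CHO cells carrying HIG-tagged alpha-DG that lacks glycosylation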
* marks the source's active call; other numbers are inactive results; . = no result given. A portion of the library, so the mix of outcomes need not match the whole.

TLR9-MyD88 block	ABHD5 PLIN5 PPI	aDG glyco act	Glyco luc inh	Granule exo inh	Vif inh	ABCB6 inh MLPCN	NOD2 RIPK2 PPI	MC4R antagonist	MC4R barr agon	Compound
5.3	-4.5	0.0	1.6	-0.8	2.0	98.0	-1.1	9.2	-0.7	COc1cccc(C2=NOC(C(=O)Nc3cc(C)on3)C2)c1 (stereo not given)
-6.3	9.4	0.0	0.5	21.9	5.2	102.0	-5.1	12.3	0.3	CC(C)(C)c1ccc(S(=O)(=O)N2CCN(CC(O)COCC3CCCO3)CC2)cc1 (stereo not given)
-3.3	1.2	0.0	-2.6	-8.8	0.4	105.0	-15.0	13.3	-2.5	COc1cccc(NC(=O)CN(C)C(C)C(=O)Nc2cc([N+](=O)[O-])ccc2Cl)c1 (stereo not given)
-6.5	-0.8	-0.2	0.3	0.3	3.2	97.0	4.4	-1.9	-3.0	CS(=O)(=O)c1ccc(Cl)c(NC(=O)Cc2c(F)cccc2Cl)c1
2.0	2.9	0.6	2.8	2.5	2.5	93.0	-2.9	-6.0	0.6	CCOC(=O)c1c(C)c(C(=O)NCc2ccco2)c(C)n1C
-0.6	-1.2	0.8	-2.1	-6.0	5.6	96.0	-1.8	-2.3	-1.4	COc1ccc(CN(C(=O)COc2ccc(C)c(C)c2)C2CCS(=O)(=O)C2)cc1OC (stereo not given)
3.0	-1.3	0.2	-3.5	-3.7	-8.9	96.0	-2.1	6.4	-1.8	Nc1nnc(CC(=O)N/N=C/c2cccc(OCCOc3ccccc3)c2)s1
6.1	-0.2	-0.1	0.1	-1.6	2.6	100.0	-7.6	-0.6	-2.3	COC(=O)[C@H](CCSC)NC(=O)N1CCC(C)CC1
-1.2	7.7	0.3	-0.5	38.4	-2.1	102.0	-0.9	8.2	0.1	COc1ccc(Cl)cc1NC(=O)CN1CCN(Cc2ccccc2)CC1
3.1	-1.3	-0.1	-0.1	-0.3	0.3	93.0	-3.4	2.6	-0.8	Cc1ccc(C2CC(=O)c3cnn(-c4nc(C)cc(C)n4)c3C2)cc1 (stereo not given)
-6.3	0.1	0.3	-0.9	-0.7	4.8	102.0	-0.8	9.0	0.9	CC(C)C(c1nnnn1C(C)(C)C)N1CCN(c2cccc(Cl)c2)CC1 (stereo not given)
-4.8	1.5	0.0	-0.5	-4.4	0.0	108.0	-15.9	13.1	-1.7	COc1ccc(CNC(=O)C2CCN(S(=O)(=O)c3ccc4c(c3)NC(=O)C(C)S4)CC2)cc1 (stereo not given)
4.8	1.3	-0.1	5.1	-0.6	-3.8	100.0	5.6	5.2	-1.3	OC(CCN1CCCCC1)(c1ccccc1)C1CCCCC1 (stereo not given)
.	7.7	0.7	.	2.6	.	109.0	2.7	.	.	COc1cccc(Cn2cnc(-c3ccccc3OC)c2-c2cccs2)c1
-11.0	-1.8	-0.1	2.2	-0.1	-3.9	95.0	6.6	1.4	-4.5	COc1ccccc1CN(C)C(=O)c1ccc(S(=O)(=O)NCc2ccco2)cc1
.	3.1	1.0	-2.1	4.1	-7.3	93.0	-4.8	6.3	3.0	OC(c1ccc(F)c(F)c1)c1ncc(-c2ccc(Cl)cc2)[nH]1 (stereo not given)
7.5	-3.1	0.0	-1.8	5.6	2.4	111.0	-2.8	-0.1	1.2	c1ccc(-c2cnnc(N3CCOCC3)n2)cc1
-4.0	-0.9	0.0	1.2	0.5	-4.4	105.0	6.5	-2.2	-0.7	CCN(CC)S(=O)(=O)c1ccc(N2CCCC2)c(NC(=O)CN2C(=O)NC3(CCCC3)C2=O)c1
-2.9	7.5	0.1	-2.0	-5.8	-8.0	100.0	-3.8	17.0	2.3	Cc1ccc2c(C(=O)CN3CCCC(C)C3)c(C)[nH]c2c1 (stereo not given)
-5.0	-10.5	-0.3	-12.0	0.3	1.4	99.0	-17.4	0.4	-1.7	Cc1ccc(NC(=S)c2nc3ccccc3[nH]2)c(C)c1

Among those listed so far, 2 have a furan ring, fused or not:
TLR9-MyD88 block	ABHD5 PLIN5 PPI	aDG glyco act	Glyco luc inh	Granule exo inh	Vif inh	ABCB6 inh MLPCN	NOD2 RIPK2 PPI	MC4R antagonist	MC4R barr agon	Compound
2.0	2.9	0.6	2.8	2.5	2.5	93.0	-2.9	-6.0	0.6	CCOC(=O)c1c(C)c(C(=O)NCc2ccco2)c(C)n1C
-11.0	-1.8	-0.1	2.2	-0.1	-3.9	95.0	6.6	1.4	-4.5	COc1ccccc1CN(C)C(=O)c1ccc(S(=O)(=O)NCc2ccco2)cc1

4 compounds out of the list, ordered by formula weight, ascending.
TLR9-MyD88 block	ABHD5 PLIN5 PPI	aDG glyco act	Glyco luc inh	Granule exo inh	Vif inh	ABCB6 inh MLPCN	NOD2 RIPK2 PPI	MC4R antagonist	MC4R barr agon	Compound
7.5	-3.1	0.0	-1.8	5.6	2.4	111.0	-2.8	-0.1	1.2	c1ccc(-c2cnnc(N3CCOCC3)n2)cc1
-6.3	0.1	0.3	-0.9	-0.7	4.8	102.0	-0.8	9.0	0.9	CC(C)C(c1nnnn1C(C)(C)C)N1CCN(c2cccc(Cl)c2)CC1 (stereo not given)
-4.8	1.5	0.0	-0.5	-4.4	0.0	108.0	-15.9	13.1	-1.7	COc1ccc(CNC(=O)C2CCN(S(=O)(=O)c3ccc4c(c3)NC(=O)C(C)S4)CC2)cc1 (stereo not given)
-4.0	-0.9	0.0	1.2	0.5	-4.4	105.0	6.5	-2.2	-0.7	CCN(CC)S(=O)(=O)c1ccc(N2CCCC2)c(NC(=O)CN2C(=O)NC3(CCCC3)C2=O)c1

Continued:
TLR9-MyD88 block	ABHD5 PLIN5 PPI	aDG glyco act	Glyco luc inh	Granule exo inh	Vif inh	ABCB6 inh MLPCN	NOD2 RIPK2 PPI	MC4R antagonist	MC4R barr agon	Compound
-1.7	-3.5	-0.5	1.6	4.0	0.4	101.0	-1.7	0.2	-3.1	CC(CNC(=O)CCn1c(=O)c2cccn2c2ccc(F)cc21)c1ccccc1 (stereo not given)
1.3	-5.6	0.1	-0.2	0.0	.	97.0	-5.7	-0.3	-2.9	COC(=O)C1=C(C)OC(N)=C(C#N)C1c1ccco1 (stereo not given)
-8.9	-4.0	-0.1	0.8	-2.6	4.3	107.0	-10.2	10.8	-3.5	O=C(COC(=O)Cn1cnc2ccccc2c1=O)NCc1ccccc1Cl
-4.0	-16.4	-0.1	0.0	3.5	-0.8	95.0	3.6	-9.9	-1.2	COCC(C)n1c(SCc2cc(C(=O)OC)c(C)o2)nc2ccccc2c1=O (stereo not given)
3.0	-3.4	0.0	0.6	3.9	-15.3	99.0	0.4	5.1	-0.7	Cc1ccc(C2CC2C(=O)NNC(=S)Nc2cccc(C)c2)cc1 (stereo not given)
-9.3	3.2	-0.1	-0.3	-9.7	10.0	101.0	-3.9	6.4	1.6	Cc1ccc(NC(=O)NC(=O)c2ccccc2)cc1F
-13.9	3.0	0.0	-8.3	-3.4	-14.4	99.0	-12.7	0.2	-1.3	Cc1nc2ccccc2c2oc(C(=O)N3CCN(C(=O)c4ccco4)CC3)cc12
4.4	-3.0	-0.1	1.6	4.3	.	99.0	-9.3	6.0	0.4	COC(=O)[C@]1(C)N[C@H](CN(C)S(=O)(=O)c2ccc(OC)cc2)[C@@H]2C(=O)N(C)C(=O)[C@@H]21
-2.3	-0.8	-0.1	-1.4	-2.7	.	105.0	-3.6	-4.9	-1.9	CCCCn1nnc(NC(=O)c2cc3ccccc3o2)n1
1.0	0.5	0.3	-20.4	-21.2	-0.1	98.0	-2.9	-6.2	-3.0	CSc1nnc(NC(=O)c2ccc3c(c2)OCO3)s1
-12.1	4.9	-0.1	2.6	7.0	-4.8	98.0	-1.7	12.8	-4.7	Cc1c(Cl)cccc1NC(=O)CCN1C(=O)NC(C)(C)C1=O
-4.3	-0.7	-0.5	3.7	2.1	-1.6	106.0	-1.2	24.5	2.5	COc1ccc(C2C(C#N)=C(C)NC(C)=C2C(=O)OC(C)C)c(OC)c1 (stereo not given)
8.8	-8.2	-0.1	-2.2	1.3	-8.2	96.0	-9.2	2.9	2.4	O=C(Nc1ccccc1)C1CCN(S(=O)(=O)c2cccs2)CC1
14.1	-3.3	5.5*	0.2	6.7	-5.8	99.0	-11.3	-0.1	-2.1	CCCN(CCC)S(=O)(=O)c1ccc(C(=O)Nc2nnc(-c3cc(OC)cc(OC)c3)o2)cc1
6.5	-1.9	0.2	0.8	7.6	-4.8	98.0	-4.0	-3.7	-0.7	COCCNC(=O)[C@H]1N2C(=O)c3c(ccc(OC)c3OC)C2SC1(C)C (stereo not given in full)
-7.5	3.6	-0.1	0.9	1.6	5.9	116.0	5.0	6.2	0.2	Cc1ccc(NC2=CC(=O)CC(C)(C)C2)c(N)c1
-10.5	3.9	1.7	1.6	-0.6	-1.3	91.0	-1.5	-2.9	-1.9	CC(C)c1ccc(NC(=O)N2CCc3ccccc3C2)cc1
-6.6	5.1	-0.2	0.6	-0.2	32.5	102.0	-1.5	-0.7	-1.6	Cc1cc(C(=O)NCCCN2CCCC2=O)cs1
-0.7	-7.2	0.1	-1.4	-1.9	-24.2	99.0	7.1	7.0	-1.9	O=S(=O)(c1cccc(-c2csc(-c3ccccc3)n2)c1)N1CCOCC1
-8.3	0.1	0.2	3.1	4.0	-6.0	101.0	-7.8	1.3	1.4	Cc1ccc(/C=N/Nc2ccc3c(C(F)(F)F)cc(C(F)(F)F)nc3n2)cc1
-4.8	1.3	-0.2	5.9	-6.4	-3.0	100.0	1.2	2.6	1.7	CN1CCN(c2ccccc2NC(=O)c2ccc(-c3cccc(Cl)c3)o2)CC1
3.8	-2.5	4.1	-0.9	1.5	-14.6	95.0	0.2	4.7	-0.3	CSCCC(NC(=O)COc1ccccc1)C(=O)N1CCN(c2cccc(C(F)(F)F)c2)CC1 (stereo not given)
0.6	-0.3	0.0	2.5	-4.4	-3.3	97.0	-0.1	6.6	-0.1	Cc1c(C)c2ccc(OS(C)(=O)=O)cc2oc1=O
-0.1	0.7	0.1	-4.3	-1.4	1.3	98.0	-1.2	8.5	0.1	CCCN(CC1CC1)c1nc(C)nc(Nc2c(Cl)cc(Cl)cc2Cl)c1Cl
2.4	-0.3	0.0	-2.5	0.3	-1.5	102.0	-9.0	-1.7	-1.5	O=C(Nc1cccc(Cl)c1Cl)C1CCCC1
-4.4	7.4	-0.6	-1.5	1.2	-3.0	101.0	10.8	8.4	4.2	CCN(CC)Cc1c(O)ccc2c(=O)c(-c3ccc4c(c3)OCCO4)coc12
-0.5	-13.0	-0.3	0.4	0.0	-9.9	95.0	1.1	-2.2	1.0	Cc1ccc(OCCn2nc3ccccc3n2)c(C)c1
-4.5	-3.2	0.2	-1.2	1.7	-2.3	102.0	2.2	-1.7	-0.3	CCn1c(-c2ccccc2Cl)nn(CC(=O)Nc2ccccc2C)c1=S
7.6	-2.9	0.0	-0.3	-6.3	9.5	96.0	8.1	-1.2	-1.3	O=C(CCC(=O)c1cccs1)OCC(=O)c1ccc(F)cc1
-1.3	4.4	-0.4	0.4	-7.5	-16.6	98.0	2.6	2.6	-0.7	Cc1ccc(S(=O)(=O)Oc2ccc(/C=N/NC(=O)c3c(Cl)cnn3C)cc2)cc1
4.7	-4.2	0.5	-1.7	2.0	.	96.0	11.3	-1.1	-1.7	C/C(CCC(C)C)=N\NC(=S)NCc1ccccc1
3.4	2.1	0.1	-0.9	-15.3	-3.7	106.0	-2.7	12.9	-1.4	O=C(NC1CC1)c1ccc2c(Cl)c3c(nc2c1)CCCC3
